OX1R antag-1: OX1R (human) antagonism | O43613 | OX1R-expressing cells, FRET antagonist read-out | inhibition, % at 6.6 µM | actives 1.8% (n = 330,000) | AID 485270; in the data active = inhibition mostly above about 38%, no sharp cut-off; inactive = mostly below about 40%;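 note: 0% = agonist challenge alone and 100% = reference antagonist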
Target sequence (O43613 whole entry, looked up): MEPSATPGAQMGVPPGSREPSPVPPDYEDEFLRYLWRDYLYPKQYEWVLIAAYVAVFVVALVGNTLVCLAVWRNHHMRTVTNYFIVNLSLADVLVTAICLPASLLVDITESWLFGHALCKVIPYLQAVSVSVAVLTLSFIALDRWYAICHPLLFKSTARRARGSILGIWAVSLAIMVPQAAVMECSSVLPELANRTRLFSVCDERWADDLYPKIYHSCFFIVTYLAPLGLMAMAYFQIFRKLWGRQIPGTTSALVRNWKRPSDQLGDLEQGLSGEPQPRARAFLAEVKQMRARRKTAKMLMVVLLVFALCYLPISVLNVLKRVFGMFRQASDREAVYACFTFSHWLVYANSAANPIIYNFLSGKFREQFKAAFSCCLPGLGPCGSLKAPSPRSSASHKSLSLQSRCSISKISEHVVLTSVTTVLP
OX1R antag-2: antagonists of human orexin 1 receptor; CHO/OX1R cells, Fluo-8 calcium fluorescence, orexin A; actives 0.43% (n = 330,000); AID 434989; O43613; inhibition, % at 5 µM;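 active = inhibition above its plate's threshold, mean inhibition of all tested compounds on the plate plus 3 SD, cut at about 37% in these data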;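 note: 0% = orexin A challenge wells and 100% = SB-334867-A antagonist wells; not every result past the cut was called active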
The depositor's hits bear a star.

SMILES | OX1R antag-1 | OX1R antag-2
Cc1cc(C)c2oc(=O)cc(CN3CCCCC3)c2c1 | 8 | -21
O=C(NCCCCNC(=O)c1ccccc1F)c1ccccc1F | 5 | -10
COCCCn1cc(C(=O)c2ccccc2OCC(=O)Nc2cccc(F)c2)cc(C#N)c1=O | 14 | -39
COc1ccc(/C=N/NC(=O)c2ccc[nH]2)cc1 | -1 | -2
CCOC(=O)C1=C(N)OC2=C(C(=O)CC(C)(C)C2)C1c1ccc(CC)s1 (configuration not stated) | 6 | -53
CCc1c(C)sc(NC(=O)c2cc(CC(C)C)on2)c1C#N | 8 | -33
O=[N+]([O-])c1ccc(N2CCCC2)nc1N1CCCC1 | 5 | -4
Cc1cc(Br)c(S(=O)(=O)NCCN2CCOCC2)cc1C | 14 | -7
O=C(c1cccc(N2CCCC2=O)c1)N1CCN(c2ccc(F)cc2)CC1 | 11 | -16
Cc1ccc2cc(CN(CC3CCCO3)S(=O)(=O)c3c(C)ccc4nsnc34)c(=O)[nH]c2c1 (configuration not stated) | 7 | -10
NC(=O)c1ccc(CN2CCC(Cc3ccccc3)CC2)cc1 | -2 | -11
CC(C(=O)NC(C)(C)C)N(C(=O)CS(=O)CC(=O)Nc1ccc(F)cc1)c1ccccc1F (configuration not stated) | 3 | -15
O=C(CSc1nnc(CN2CCOCC2)n1-c1ccccc1)N1CCc2ccccc21 | 6 | -3
FC(F)(F)COc1nc(OCC(F)(F)F)nc(N2CCN(c3ccccc3)CC2)n1 | 13 | -5
CC(NS(=O)(=O)c1ccc(Cl)c(Cl)c1)C(=O)OCC(=O)N1CCCCCC1 (configuration not stated) | 5 | 3
Cc1cc2oc(C(=O)NC3CCS(=O)(=O)C3)cc(=O)c2cc1C (configuration not stated) | 23 | -7
O=C(NCC1CCCCC1)c1ccc(F)c(S(=O)(=O)N2CCOCC2)c1 | 0 | -23
O=C(C1CCN(S(=O)(=O)c2cccnc2)CC1)N1CCN(c2ccccc2Cl)CC1 | 7 | -21
COc1ccc(N(C(=O)c2ccc(S(=O)(=O)N3CCCC3)cc2)C2C=CS(=O)(=O)C2)cc1 (configuration not stated) | 30 | -12
COc1ccc(OCC(=O)O/N=C(\N)Cc2ccc(Cl)cc2)cc1 | 12 | -12

Whole records, looked up by structure. Screens in order: OX1R antag-1 | OX1R antag-2
O=C(NCC1CCCCC1)c1ccc(F)c(S(=O)(=O)N2CCOCC2)c1 in the list: 0 | -23
Cc1cc(Br)c(S(=O)(=O)NCCN2CCOCC2)cc1C in the list: 14 | -7

Next section:
SMILES | OX1R antag-1 | OX1R antag-2
CCN(CC)S(=O)(=O)c1cc(C(=O)OCC(=O)Nc2ccc(-c3nc4ccc(C)cc4s3)cc2)ccc1F | 11 | -20
CCc1c(-c2n[nH]c(=S)n2Cc2ccccc2)csc1C | 21 | -38
CN(C)CC(O)COc1ccc(-c2ccc(C#N)cc2)cc1 (configuration not stated) | 2 | -11
Cc1ccc(C(=O)NC(=S)Nc2cc(-c3nc4ccccc4s3)ccc2C)cc1 | 4 | -6
O=C(O)CSCc1ccc(Cl)cc1 | 19 | -10
Cc1ccc(C(=O)OCC(=O)Nc2ccc(N(C)C)cc2)cc1NC(=O)c1ccco1 | 25 | -30
CSC1=N/C(=C\c2ccc(Cl)cc2)C(=O)N1N(C)C | 0 | -15
O=C1CCC([N+](=O)[O-])C(c2cccc(Cl)c2Cl)N1 (configuration not stated) | 22 | -33
COC(=O)c1c(-c2ccccc2OC)sc2ccc(OC)cc12 | 9 | 0
O=c1cc(-c2ccccc2)nc2cc(-c3ccc(F)cc3)[nH]n12 | 26 | -13
COc1cccc(CNC(=O)CCC2CCCN(C(=O)c3ccccc3N(C)C)C2)c1 (configuration not stated) | 13 | -17
O=C(C[n+]1ccc(C(=O)NCc2ccccc2)cc1)c1ccc(OC(F)F)cc1 | 9 | -25
C[C@@H]1CN([C@@H](C)CO)C(=O)c2cccc(NC(=O)C3CCOCC3)c2O[C@H]1CN(C)S(=O)(=O)c1ccc(Cl)cc1 | 4 | -9
CSc1nc(C)cc(-c2cc(C(=O)Nc3ccccc3)on2)n1 | 16 | -19
O=C(/C=C/c1c(F)cccc1Cl)Nc1cccnc1 | 4 | -26
Cc1ccc(C(=O)NCCNC(=O)CN2CCCC2)cc1 | 6 | -22
COc1ccc(NC(=O)CSc2nn3c(=O)c(C)nnc3s2)cc1 | 33 | -2
Cc1ccc(S(=O)(=O)NCC(=O)OCc2cc(=O)oc3cc(C)ccc23)cc1 | 0 | -20
CCOc1ccc(N2C(=O)C(CC(=O)Nc3ccccc3)N(Cc3ccccn3)C2=S)cc1 (configuration not stated) | 30 | -24
Cc1ccc(/C=C/S(=O)(=O)Nc2ccc(C)cc2)cc1 | 19 | -22

Some of these compounds in order of length of the SMILES, largest number first.
SMILES | OX1R antag-1 | OX1R antag-2
C[C@@H]1CN([C@@H](C)CO)C(=O)c2cccc(NC(=O)C3CCOCC3)c2O[C@H]1CN(C)S(=O)(=O)c1ccc(Cl)cc1 | 4 | -9
O=C(C[n+]1ccc(C(=O)NCc2ccccc2)cc1)c1ccc(OC(F)F)cc1 | 9 | -25
COc1cccc(CNC(=O)CCC2CCCN(C(=O)c3ccccc3N(C)C)C2)c1 (configuration not stated) | 13 | -17
COc1ccc(NC(=O)CSc2nn3c(=O)c(C)nnc3s2)cc1 | 33 | -2
Cc1ccc(C(=O)NCCNC(=O)CN2CCCC2)cc1 | 6 | -22
O=C(/C=C/c1c(F)cccc1Cl)Nc1cccnc1 | 4 | -26

Next part
SMILES | OX1R antag-1 | OX1R antag-2
Cc1ccc(-n2c3c(cc(C(=O)NCCCN4CCOCC4)c2=O)C(=O)CC(C)(C)C3)cc1 | 6 | -1
CCC(=O)N1CCN(c2ccc(NC(=O)COc3ccc(C)cc3C)cc2)CC1 | 22 | -25
CS(=O)(=O)Nc1ccc(C2=NN(S(C)(=O)=O)C(c3ccc4c(c3)OCO4)C2)cc1 (configuration not stated) | 21 | -3
CC(C)C1C(=O)CC(c2ccccc2)NC1c1ccccc1 (configuration not stated) | 38 | -34
Cc1ccc(OCC(=O)NCc2ccco2)c([N+](=O)[O-])n1 | 20 | 7
CC(Sc1nc2cc(Cl)ccc2s1)C(=O)Nc1ccc2c(c1)OCO2 (configuration not stated) | 29 | -23
CN(C)c1ccc(C(=O)N=c2sccn2C)cc1[N+](=O)[O-] | 21 | -18
O=C(Nc1ccncc1)c1ccc(NS(=O)(=O)c2cccc(F)c2)cc1 | 29 | -19
Cc1oc(-c2ccoc2)nc1CN(CC1CCC(=O)N1)C(C)C (configuration not stated) | 6 | -3
NC(=O)CSc1nnc(-c2ccncc2)o1 | 5 | -9
CCOCCCNc1nc2c([nH]1)c(=O)n(C)c(=O)n2C | 19 | -20
Nc1cccc([N+](=O)[O-])c1 | 27 | -18
Cc1ccnc(N2CCC(C(=O)Nc3ccc4c(c3)CCC4)CC2)n1 | 9 | -18
Cn1c(SCc2n[nH]c(=S)n2-c2ccccc2)nnc1-c1ccccc1 | 2 | -12
CCC(=O)N1CCc2cc(Br)cc(S(=O)(=O)CCC(=O)NCCc3ccccc3)c21 | 47 | -6
S=c1cnc2ccccc2[nH]1 | 13 | -14
Cn1c(C(=O)Nc2ccc3c(c2)OCO3)cc2c(=O)n(C)c3ccccc3c21 | 12 | -11
COc1ccc(N=N/C(C(C)=O)=C(/C)O)cc1 | 13 | 4
CCN1C(=NCc2cc(OC)c(OC)c(OC)c2)N[C@@H](c2ccccc2)[C@H](C(=O)OC)[C@H]1C | 21 | -4
CC(C)Oc1ccc(CN2CCCC(CO)(Cc3ccccc3)C2)cc1CO (configuration not stated) | 8 | -24
CCCc1cc(=O)oc2c(CN3CCCC3)c(O)c(Cl)cc12 | 3 | -15
COc1ccc(C[C@H]2CN3C(=NC[C@@H]3Cc3ccc(O)cc3)N2CCNC(=O)c2ccc(C)c(Br)c2)cc1 | 34 | -15
O=c1ccc(/C=C/c2ccccc2)nn1Cc1ccccc1Cl | 17 | 1
Cc1cc(C)c(NC(=O)CN2C(=O)NC3(CCCCC3)C2=O)c(C)c1 | 10 | -8
CCC(C)NC(=S)Nc1ccc(C(=O)OC)cc1 (configuration not stated) | 13 | 1
Cc1csc(NC(=O)Nc2cccc(Cl)c2)n1 | 15 | 0
Cc1cc(NC(=O)CSc2nc(C(C)C)nc3c2c(=O)n(C)c(=O)n3C)no1 | 3 | -5
C=CCSc1nc2[nH]ncc2c(=O)[nH]1 | 37 | -12
O=C1/C(=C\c2cccc([N+](=O)[O-])c2O)SC(=S)N1Cc1ccccc1 | 22 | 0
CCC(CO)Oc1cc(NCc2cc(C)cc(C)c2)c2ncn(C(C)C)c2c1 (configuration not stated) | 18 | -28
COc1ccc2cc3cc(C(=O)NCCN4CCc5ccccc5C4)oc3nc2c1 | 42* | -18
CC(C)N1CC(O)=C(c2nc3ccccc3[nH]2)C1=N | 5 | -5
O=C1/C(=C/c2ccc(Cl)cc2)NC(=S)N1Cc1cccnc1 | 18 | -25
CCOC(=O)Cn1c(CN2CCOCC2)nc2c1c(=O)[nH]c(=O)n2C | 7 | 2
COc1ccc(CNC(=O)COc2ccc(F)cc2)cc1 | 5 | 5
CCSc1nnc(NC(=O)COc2ccccc2[N+](=O)[O-])s1 | 10 | -17
Cc1[nH]c2ccc(S(N)(=O)=O)cc2c1C | 6 | 4
COc1ccc(Br)cc1CNC(=O)C1CCN(C(=O)N(C)C)CC1 | 13 | -4
CC(C)Cc1nnc(NC(=O)CCC(=O)NCCc2ccc(Cl)cc2)s1 | 16 | 0
CCOc1cc(C2C3=C(CCCC3=O)Nc3ccc4ncccc4c32)ccc1O (configuration not stated) | 12 | -37

Printed as active in OX1R antag-1, of those listed so far:
SMILES | OX1R antag-1 | OX1R antag-2
COc1ccc2cc3cc(C(=O)NCCN4CCc5ccccc5C4)oc3nc2c1 | 42* | -18

Additional structures.
SMILES | OX1R antag-1 | OX1R antag-2
O=C(c1cccs1)N1CCC(c2nc3c(nnn3Cc3ccccc3Cl)c(=O)[nH]2)CC1 | 10 | -14
CCC1CCc2c(sc(NC(=O)c3cccnc3)c2C(N)=O)C1 (configuration not stated) | 10 | -7
CSc1nnc(CCCCCNC(=O)OC(C)(C)C)o1 | 10 | -17
O=C(O)/C=C/c1ccc(OCCCF)cc1 | 13 | -14
O=C(NNC(=O)[C@H]1CC=CC[C@H]1C(=O)O)c1ccc(Cl)cc1Cl | 7 | -11
CC(=O)N1N=C(c2ccc(C)cc2)CC1c1ccc2c(c1)OCO2 (configuration not stated) | 0 | -9
O=C(Nc1ccccc1)c1cccc(C(=O)Nc2ccccc2)n1 | 30 | -16
Cc1cccc(/C(N)=N/OC(=O)Cc2cccc3ccccc23)c1 | 9 | -19
CCOC(=O)c1c(NC(=O)CCC(=O)O)sc2c1CCCCC2 | 5 | -5
Cc1cc(C)nc(NC(=S)Nc2cccc(Cl)c2Cl)c1 | 6 | -5
O=C(c1cccc(F)c1)N1CCCC(C(=O)N2CCN(c3ccccc3)CC2)C1 (configuration not stated) | 5 | -17
CC(C)(C)OC(=O)NC(CC(=O)OCc1ccccc1)C(=O)O (configuration not stated) | -2 | 2
Cc1cccc(-n2cc(CN3CCCN(C=O)CC3)c(-c3cccc(F)c3)n2)c1 | 12 | -23
O=c1c2[nH]c3cccc(Cl)c3c2ncn1Cc1ccco1 | 5 | -12
O=C(N/C(=C\c1ccco1)C(=O)N1CCOCC1)c1ccccc1Cl | 8 | -15
COC(=O)C1=C(O)/C(=C/c2cccc(OC)c2O)N=C1C | 63* | -16
N#Cc1c2n(c3c(N)ncnc13)CCCCC2 | 6 | -22
c1ccc(Nc2cccc3ccccc23)cc1 | 8 | -21
CCCC[C@@H]1CNC(=O)C(=O)N1CCc1cc(C(F)(F)F)cc(C(F)(F)F)c1 | 36 | -22
Cc1ccccc1NS(=O)(=O)c1ccc2c(c1)oc(=O)n2C | 13 | -35
CCOC(=O)C1(Cc2ccccc2)CCN(Cc2cccn2-c2nccs2)CC1 | 10 | -29
CSc1ccccc1C(=O)NC1CCCC1 | 7 | -2
Cc1cc(CN2CCCC(CO)(Cc3cccc(Cl)c3)C2)n[nH]1 (configuration not stated) | 11 | -18
O=C(c1ccccc1)N(C1=NCCCCS1)c1ccccc1 | 15 | -10
COc1ccccc1N=c1oc2cc(O)ccc2cc1C(N)=O | 43 | -9
N#Cc1cnn(-c2ccccc2)c1NC(=O)c1ccccc1F | 11 | -15
CCc1nnc(NCC(=O)N2CCc3ccccc32)s1 | 28 | 3
O=C(Nc1nonc1-c1ccc(F)cc1)c1ccco1 | 3 | -15
CCC(CC)NC(=O)c1cc(OC)c(OC)c(OC)c1 | 17 | -10
COc1ccc(C(=O)Nc2ccc(S(=O)(=O)N3CCCC3)cc2)cc1 | 21 | -13
COc1cc(-c2nc(C(=O)NCC3CCCO3)cc3c2[nH]c2ccccc23)cc(OC)c1OC (configuration not stated) | 34 | -12
Cc1cc2c(ncn2C)c(NS(=O)(=O)c2ccc(F)cc2)c1C | 7 | -14
COc1ccc(OC)c(NC(=S)Nc2ccccc2)c1 | 20 | -22

No new results follow: 6 of the compounds above.
SMILES | OX1R antag-1 | OX1R antag-2
CCOC(=O)C1(Cc2ccccc2)CCN(Cc2cccn2-c2nccs2)CC1 | 10 | -29
CSc1ccccc1C(=O)NC1CCCC1 | 7 | -2
Cc1cc(CN2CCCC(CO)(Cc3cccc(Cl)c3)C2)n[nH]1 (configuration not stated) | 11 | -18
O=C(c1ccccc1)N(C1=NCCCCS1)c1ccccc1 | 15 | -10
COc1ccccc1N=c1oc2cc(O)ccc2cc1C(N)=O | 43 | -9
N#Cc1cnn(-c2ccccc2)c1NC(=O)c1ccccc1F | 11 | -15

Rows were taken by chance; overall some 2.1% were active at least once.
